# EPAC2 antag – EPAC2 (human) antagonism. Q8WZA2. EPAC2 GEF exchange of Rap1B-BODIPY-GDP, fluorescence. Potency, µM (highest dose often 114 µM), for inactives: top-dose activity, negative = inhibition, actives largely listed as inhibitors. hit rate 0.18% among 360,000. AID 720708; further: potency means the concentration at half of the fitted maximal effect; on the % scale 0 is the no-effect control and ±100 the full control effect; nearly all actives have a fitted effect of over 45% in size; many of its hits are not listed in these tables
# EPAC1 ag – activates human EPAC1 exchange factor. AID 720707. hit rate 0.073% among 360,000. Potency, µM (highest dose often 154 µM), for inactives: at the highest dose activation, hits mostly activators. EPAC1 agonist qHTS, biochemical assay; response scale: 100% = response to 6.5 mM cAMP; further: potency means the concentration at half of the fitted maximal effect; nearly all actives have a fitted effect of over 60% in size
#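 EPAC1 100 nM, Rap1B–BODIPY-GDP 250 nM, unlabeled GDP 50 uM; compound titration; 5 min RT; kinetic read ex480/em540 at 5-min intervals ×30 min; data normalized to 6.5 mM cAMP agonist control.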
# Mm-Cpn inhibitor – M. maripaludis TRiC chaperonin inhibition; purified Mm-Cpn ATPase, ADP Transcreener TR-FRET; Potency, µM (titrated, usually from 76.9 µM), for the others: top-dose activity, negative = inhibition, usual class: inhibitors; hit rate 0.031% among 330,000; further: potency means the concentration at half of the fitted maximal effect; on the % scale 0 is the no-effect control and ±100 the full control effect; nearly all actives have a fitted effect of over 80% in size
#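 TR-FRET (320 nm excitation; 590 and 665 nm emission) reports ADP made from 10 uM ATP by 25 nM enzyme; compounds were preincubated 10 min, reaction run 30 min, both at 37°C.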
# WRN helicase inh – blocks human WRN helicase; WRN helicase unwinding, fluorescent forked duplex, kinetic; hit rate 0.46% among 360,000; Potency, µM (highest dose often 114 µM), for inactives: at the top dose activity change, negative = inhibition, most hits filed as inhibitors; Q14191; further: potency means the concentration at half of the fitted maximal effect; on the % scale 0 is the no-effect control and ±100 the full control effect; nearly all actives have a fitted effect of over 55% in size
#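 Kinetic fluorescence helicase assay: unwinding of a quenched forked DNA duplex (100 nM final) with 2 mM ATP final raises red fluorescence (525/598 nm). Compounds sat 15 min at room temperature with 20 nM WRN beforehand.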
# CCT modulator – modulators of cytosolic chaperonin (CCT/TRiC) activity; purified chaperonin ATPase assay, HTRF ADP detection, 30 min; activity change, % (no concentration beside the values), hits read low; hit rate 0.3% among 360,000; AID 651819; in the data active means activity change below about -30%; further: on the % scale 0 is the no-effect control and ±100 the full control effect
#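 We incubate TRiC, 40 or 20 nM final, with library compounds at 76 uM and 10 uM ATP for 30 min at 37 °C. ADP formed is detected with Transcreener HTRF reagents after 30 min at room temperature.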
# PLK1 PBD block – inhibitors of human PLK1 polo-box domain binding. P53350. Plk1 PBD binding of FITC phosphopeptide, fluorescence polarization. Potency, µM, inactives show max response, negative = inhibition, hits mostly inhibitors. hit rate 2.8% among 360,000. AID 720504; further: potency means the concentration at half of the fitted maximal effect; series mostly up to about 57 µM; on the % scale 0 is the no-effect control and ±100 the full control effect; nearly all actives have a fitted effect of over 65% in size
# Target sequence (P53350 whole entry, looked up, the tested form may be a part): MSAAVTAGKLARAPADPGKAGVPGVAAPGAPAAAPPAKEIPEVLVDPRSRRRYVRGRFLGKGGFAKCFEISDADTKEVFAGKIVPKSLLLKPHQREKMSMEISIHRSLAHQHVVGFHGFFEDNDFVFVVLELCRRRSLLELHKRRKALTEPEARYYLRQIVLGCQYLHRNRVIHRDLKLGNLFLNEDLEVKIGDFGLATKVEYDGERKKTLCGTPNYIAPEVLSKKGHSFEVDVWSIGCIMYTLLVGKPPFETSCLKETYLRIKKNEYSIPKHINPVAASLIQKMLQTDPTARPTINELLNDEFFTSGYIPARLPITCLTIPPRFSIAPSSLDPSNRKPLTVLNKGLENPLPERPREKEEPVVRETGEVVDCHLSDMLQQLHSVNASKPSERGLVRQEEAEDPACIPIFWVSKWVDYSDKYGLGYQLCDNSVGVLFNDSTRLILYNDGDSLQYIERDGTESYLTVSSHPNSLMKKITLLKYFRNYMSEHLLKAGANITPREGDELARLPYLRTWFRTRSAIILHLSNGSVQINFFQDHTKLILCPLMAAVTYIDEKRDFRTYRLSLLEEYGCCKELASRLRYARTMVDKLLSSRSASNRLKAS
# EPAC1 antagonist – EPAC1 (human) antagonism | Potency, µM (titrated, usually from 115 µM), for inactives: top-dose activity change, negative = inhibition, usual class: inhibitors | EPAC1 GEF assay, Rap1b-BODIPY-GDP exchange fluorescence | hit rate 0.14% among 360,000;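 further: potency means the concentration at half of the fitted maximal effect; plate controls were vehicle for no effect and positive control for full effect; nearly all actives have a fitted effect of over 50% in size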
# PI5P4Ka inh – blocks human PI5P4K alpha kinase activity | hit rate 1.2% among 330,000 | PI5P4Kalpha enzyme, ADP-Glo luminescence, 60 min; hits give low values | max response, %; active means max response of -50% or lower; inconclusive means between -30% and -50%; inactive means -30% or higher; further: value at the top dose of about 77 µM; on the % scale 0 is the no-effect control and ±100 the full control effect
# Target sequence (P48426 whole entry, looked up): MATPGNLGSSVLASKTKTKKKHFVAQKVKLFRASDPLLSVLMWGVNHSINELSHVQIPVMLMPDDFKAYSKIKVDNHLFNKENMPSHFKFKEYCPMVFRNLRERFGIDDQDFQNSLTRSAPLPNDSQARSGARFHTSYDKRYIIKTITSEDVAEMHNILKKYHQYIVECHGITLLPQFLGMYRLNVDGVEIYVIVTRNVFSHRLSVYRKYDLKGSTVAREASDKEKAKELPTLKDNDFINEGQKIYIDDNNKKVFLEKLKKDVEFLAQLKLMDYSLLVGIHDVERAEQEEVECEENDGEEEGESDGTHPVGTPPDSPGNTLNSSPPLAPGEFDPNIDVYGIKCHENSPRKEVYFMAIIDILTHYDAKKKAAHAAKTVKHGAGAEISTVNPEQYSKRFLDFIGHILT
#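 Quantitative HTS of the MLSMR library against PI5P4Kalpha with substrate. ATP added last at 5 microM final; room temperature, 60 minutes. Remaining ATP depleted, ADP converted and read as luminescence.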
# Numbers without * were called inactive; u = inconclusive; x = not tested or not shown; [ ] = dose if it differs, or a comment. Unless noted, the call rests on the fitted dose curve; in most records, active means well fitted curve in the direction sought with a large enough effect; inconclusive means small, poorly fitted or top-dose-only effect, or another doubt; inactive means no such curve, though single readings can be large; an effect the other way counts as inactive or inconclusive. Some of the compounds tested; the hit share may differ from the screen's.
SMILES,EPAC2 antag,EPAC1 ag,Mm-Cpn inhibitor,WRN helicase inh,CCT modulator,PLK1 PBD block,EPAC1 antagonist,PI5P4Ka inh
CCOC(=O)C1(C)C=C(Nc2ccc(O)cc2)C(=O)N1c1ccc(O)cc1 (stereo not given),6.6%,-2.7%,-4.1%,-6.2%,-1.8,-0.9%,-11.0%,0.9
COc1cccc(CNS(=O)(=O)c2ccc3c(c2)NC(=O)CS3)c1,-9.1%,-6.9%,-3.4%,4.6%,-0.2,1.6%,-5.4%,0.1
CC(C(=O)N1CCOCC1)n1cc([N+](=O)[O-])cn1 (stereo not given),3.6%,3.0%,1.3%,-1.6%,-3.3,-8.7%,6.0%,-3.2
COc1ccc(C(=O)OCCN2CCCCC2)cc1,7.6%,-5.5%,1.9%,6.2%,-0.6,1.9%,-16.2%,0.6
CCCNC(=O)C1(C)CCN(Cc2cccc(OC(=O)c3ccccc3)c2)C1 (stereo not given),-14.7%,4.5%,x,1.2%,-0.5,-12.6%,-7.8%,-7.6
CCn1c(C)nc2cc(C(=O)NNC(=S)Nc3ccccc3Cl)ccc21,-1.4%,8.1%,-0.4%,3.9%,-3.1,-22.6%,7.5%,-8.0
CSc1cccc(NC(=O)CN2C(=O)COc3ccc(S(=O)(=O)N4CCOCC4)cc32)c1,2.3%,0.7%,1.5%,-3.4%,-1.4,0.4%,-10.7%,0.9
CN(C(=O)c1cccc(NC(=O)Cc2ccc(NC(=O)C3CCN(C(=O)C4CCC4)CC3)cc2)c1)C1CC1,8.3%,-9.5%,x,-5.7%,-2.9,-5.3%,10.5%,0.3
Cc1nc(SCC(=O)Nc2ccc(CN3CCCC3)cc2)c2c(C)c(C)sc2n1,5.3%,1.0%,-3.2%,2.5%,-2.2,-2.0%,-4.4%,-9.5
COCCN(C(=O)CC1CCCC1)c1c(N)n(CC(C)C)c(=O)[nH]c1=O,3.3%,-0.9%,-0.1%,2.7%,-0.5,-3.7%,-3.4%,-3.5
COCCNC(=O)CNC(=O)c1nn(-c2ccc(OC)c(Cl)c2)c(=O)c2ccccc12,-1.1%,-3.1%,-8.3%,7.6%,-2.7,-2.8%,4.5%,-0.8
CC1(C)CC(C(=O)Nc2nccs2)CCO1 (stereo not given),13.6%,-5.4%,0.8%,-0.1%,1.4,-1.0%,2.4%,-6.6
Cc1nc(N2CCN(c3ccc(Cl)cc3)CC2)[nH]c(=O)c1C,-4.0%,-4.9%,0.2%,-4.2%,-0.5,-3.8%,-1.4%,1.4
CNc1cc(-c2cccc(N(C)C)c2)ncn1,10.5%,3.0%,x,-0.4%,0.0,-8.4%,-21.2%,6.6
CC(CN1CCOCC1)OC(=O)Cc1ccc(Cl)cc1 (stereo not given),5.9%,1.4%,1.1%,-6.2%,2.3,-6.9%,-16.7%,7.8
S=c1[nH]nc(C2CCCCC2)n1Cc1ccccc1,-4.2%,2.3%,-0.8%,-1.3%,0.1,-17.4%,-5.0%,-1.4
O=C(Cc1ccc(Br)cc1)Nc1ccccc1N1CCCC1,-24.3%,0.9%,1.6%,-4.1%,-2.2,-0.3%,6.2%,8.9
CCOc1ccc(C(CCc2ccccc2)NC(=O)c2ccc(OC)c(OC)c2)cc1OCC (stereo not given),-22.9%,16.2%,0.0%,-11.2%,-4.4,-9.3%,-27.5%,x
CCN(C(=O)COc1ccc2ccc(=O)oc2c1)C1CCCCC1,-2.8%,-4.0%,-0.6%,-4.1%,0.2,-0.2%,-12.2%,0.5
O=C(NCCc1c[nH]c2ccccc12)/C(=C/c1cccnc1)NC(=O)c1ccccc1,1.4%,1.8%,-0.8%,-3.4%[57.1 µM],-0.3,-21.8%,-19.4%,-4.9
Cc1ccc(NC(=O)COC(=O)c2cccnc2)c(C)c1,5.7%,3.9%,-1.8%,-0.8%,-0.4,-8.6%,-16.9%,0.7
O=C(CSc1nc2ccc(NC(=O)C3CCCCC3)cc2s1)NCC1CCCO1 (stereo not given),-8.4%,3.5%,-4.1%,-7.4%,-0.4,0.0%,-8.5%,-1.0
N#CC(C(=O)C1CCCCC1)c1nc2ccccc2[nH]1 (stereo not given),-1.2%,1.9%,-2.5%,-4.9%,-0.6,-1.0%,-2.5%,x
CCN1C(=O)[C@@H]2[C@@H]3CN(S(=O)(=O)c4ccc(C)cc4)[C@@H](c4ccccc4Cl)[C@@H]3C(=O)C[C@@H]2C1=O,6.1%,-3.4%,x,-7.4%,0.7,1.3%,u,0.0
O=C(COc1ccc(Cl)cc1)N(Cc1ccc(F)cc1)C1CCS(=O)(=O)C1 (stereo not given),-0.5%,-1.5%,-1.0%,-2.8%,-0.8,-13.6%,-8.2%,0.6
COC(=O)c1cc(Cl)ccc1NCC(N)c1ccccc1 (stereo not given),7.1%,6.4%,x,-3.9%,0.0,-2.6%,-7.4%,9.6
O=C(CN1C(=O)/C(=C\c2ccccc2F)SC1=S)Nc1nc2ccccc2s1,0.8%,-12.4%,0.8%,-0.2%,2.4,-28.6%,u,-14.7
Nc1nonc1C(=O)NCCNCc1ccccc1OCc1ccc(F)cc1,6.9%,-8.7%,-0.3%,3.6%,0.3,-0.8%,8.2%,x
COC(=O)c1ccc2c(=O)n(Cc3ccc(C(=O)NCCCN4CCC(C)CC4)cc3)c(=S)[nH]c2c1,-20.9%,6.8%,-2.6%,-5.0%[57.1 µM],1.1,-11.4%,-15.4%,6.3
C/C=C/C(=O)OCC(=O)Nc1ccc(F)cc1Cl,-3.9%,-2.0%,-17.4%,-5.9%,-2.6,0.1%,-9.8%,-0.2
O=C1NC(NS(=O)(=O)c2ccccc2)(C(F)(F)F)C(=O)N1Cc1ccccc1 (stereo not given),4.6%,-1.7%,-0.2%,-2.3%,-0.8,-1.1%,-2.4%,5.9
Cc1ccc(NC(=O)CN2C(=O)S/C(=C\c3cc(C)n(-c4ccc(C(=O)O)cc4)c3C)C2=O)cc1,0.7%,-12.3%,0.2%,-10.5%,-0.3,26.7µM*,-10.7%,u
c1ccc2[nH]c(CSc3nnc(-c4ccncc4)o3)nc2c1,0.1%,-2.6%,-9.2%,-9.1%,-1.1,-8.8%,-6.3%,0.0
C[C@H](CO)N1C[C@H](C)[C@@H](CN(C)S(C)(=O)=O)Oc2ccc(NC(=O)C3CCCCC3)cc2C1=O,-11.1%,5.0%,0.4%,-12.4%,2.0,-6.9%,-10.6%,-1.7
COc1ccc(CC(=O)NNC(=O)c2cnccn2)cc1,-1.5%[57.1 µM],-3.7%,-1.0%,0.6%,0.0,-5.1%,-3.1%,0.0
CN(CC(=O)Nc1ccccc1C(F)(F)F)Cc1c(O)ccc2ccccc12,u,2.2%,0.1%,-24.6%,-0.3,11.9µM*,u,-20.3
CSc1n[nH]c2nc3c(c(=O)n12)C1(CCCC1)Cc1ccccc1-3,1.4%,-3.6%,-1.9%,-2.1%,-2.4,u,9.0%,-2.0
Cc1cc(N2C(=O)C(O)=C(C(=O)c3cc4ccccc4o3)C2c2ccc(OC(C)C)cc2)no1 (stereo not given),11.9%,-6.2%,-5.9%,-1.7%,-1.1,u,u,-6.6
CC12CCC(C(=O)Nc3ccccc3N3CCOCC3)(CC1=O)C2(C)C (stereo not given),8.9%,-2.0%,0.5%,9.1%,2.5,-9.9%,13.7%,-1.5
CCOC(=O)N1CCN(C(=O)c2oc3ccc(S(=O)(=O)N4CCCCCC4)cc3c2C)CC1,-4.8%,13.1%,1.6%,2.7%,-1.4,-7.4%,-24.5%,-0.1
Cc1cccc(NC(=O)C[n+]2ccc(N(C)C)cc2)c1,17.6%,19.1%,-1.3%,8.3%,-6.2,-4.7%,1.1%,1.6
CC(C)c1cccc(-c2ccc3c(c2)S(=O)(=O)c2cccc(C(=O)NC4CCCC4)c2C3=O)c1,-4.9%,9.2%,0.1%,3.1%,0.3,0.3%,12.3%,0.3
COc1ccccc1C(=O)NC(=O)COC(=O)CCS(=O)(=O)c1ccc(C)cc1,-10.9%,-0.6%,-0.7%,-12.2%,1.4,-0.8%,-7.2%,-1.5
Cc1cnc(NC(=O)CSCc2c(C)noc2C)s1,7.6%,1.4%,-1.1%,-21.7%,-2.3,-0.1%,-2.7%,6.0
COc1cc(OC)nc(Nc2nc(C(N)Cc3ccc(C(F)(F)F)cc3)cs2)n1 (stereo not given),5.4%,-9.5%,x,-4.9%,-0.5,2.1%,11.3%,3.3

# In the list so far, these have a CF3 group.
SMILES,EPAC2 antag,EPAC1 ag,Mm-Cpn inhibitor,WRN helicase inh,CCT modulator,PLK1 PBD block,EPAC1 antagonist,PI5P4Ka inh
O=C1NC(NS(=O)(=O)c2ccccc2)(C(F)(F)F)C(=O)N1Cc1ccccc1 (stereo not given),4.6%,-1.7%,-0.2%,-2.3%,-0.8,-1.1%,-2.4%,5.9
CN(CC(=O)Nc1ccccc1C(F)(F)F)Cc1c(O)ccc2ccccc12,u,2.2%,0.1%,-24.6%,-0.3,11.9µM*,u,-20.3
COc1cc(OC)nc(Nc2nc(C(N)Cc3ccc(C(F)(F)F)cc3)cs2)n1 (stereo not given),5.4%,-9.5%,x,-4.9%,-0.5,2.1%,11.3%,3.3

# Additional records:
SMILES,EPAC2 antag,EPAC1 ag,Mm-Cpn inhibitor,WRN helicase inh,CCT modulator,PLK1 PBD block,EPAC1 antagonist,PI5P4Ka inh
Cc1cccc(OCc2nc(-c3cccnc3)no2)c1,-2.7%,4.6%,-0.2%,-28.9%[57.1 µM],0.0,-4.7%,25.3%,-0.3
Cn1c(=O)oc2cc(S(=O)(=O)NCCC(=O)N3CC=C(c4ccccc4)CC3)ccc21,-5.7%,5.6%,1.8%,-3.5%,-2.4,-6.0%,-16.1%,x
COC(=O)C1CCN(C(=O)C2CCC(=O)N(CCCc3ccccc3)C2)CC1 (stereo not given),-1.8%,3.4%,1.6%,-3.0%,-1.7,-11.9%,-4.5%,-6.2
O=C(CNC(=O)c1ccc(Br)o1)Nc1ccc(F)c(S(=O)(=O)N2CCOCC2)c1,-3.1%,15.9%,1.3%,-7.1%,-3.4,-5.4%,10.4%,-24.4
CCC(N=c1cc(-c2ccc(OC)cc2)oc2ccc(C)cc12)C(=O)O (stereo not given),5.3%,7.3%,-5.6%,4.6%,-3.1,-8.6%,9.7%,-3.9
COc1ccccc1CNC(=O)C1(NC(=O)Nc2ccc(C)cc2)CCCCC1,-2.8%,3.1%,-2.3%,-5.8%,0.0,-1.8%,-18.4%,-0.6
CN(C)c1ccc(C=Cc2ccnc3c(O)cccc23)cc1,10.1%,-4.3%,x,-5.7%,-1.0,14.7%,7.0%,0.3
NC(=O)c1ccc(NC(=O)c2ccc3c(c2)CCN3S(=O)(=O)c2ccccc2)cc1,6.0%,-1.1%,-1.3%,3.9%,0.1,-2.9%,-0.6%,3.2
O=C(Nc1nc(-c2cc(Cl)sc2Cl)cs1)c1ccccc1,0.5%,4.5%,-1.5%,-2.7%,-3.7,-4.2%,-2.1%,8.1
